Screening data from PubChem BioAssay.
BAZ2B inh: qHTS Assay for Inhibitors of BAZ2B. AID 504333, 2011. AlphaScreen BAZ2B-H3K14Ac peptide displacement. actives 4.4% (n = 360,000). Potency, µM (titrated, usually from 114 µM), for inactives: at the top dose activity change, negative = inhibition, usual class: inhibitors; further: on the % scale 0 is the no-effect control and ±100 the full control effect; nearly all actives have a fitted effect of over 60% in size
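BAZ2B 50 nM plus b-H3(5-23)K14Ac 50 nM, PBS pH 7.4/0.01% Tween-20, 30 min RT; compound added (max 110 uM), 30 min RT; streptavidin donor/Ni-chelate acceptor beads 10 ug/mL final, 20 min dark; AlphaScreen read.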
POLB inh: qHTS Assay for Inhibitors of DNA Polymerase Beta. actives 1.3% (n = 340,000). AID 485314, 2010. Pol beta primer extension/strand displacement, fluorescence kinetic. Potency, µM (highest dose often 114 µM), for the others: at the highest dose activity change, negative = inhibition, hits mostly inhibitors; further: on the % scale 0 is the no-effect control and ±100 the full control effect
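Curves were derived by four-parameter Hill fits of normalized qHTS data. The kinetic fluorescent primer-extension read was taken at 0 and 10 min after 50 nM substrate, following a 15 min room-temperature preincubation of 10 nM enzyme with compounds.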
BLM inh: qHTS Assay for Inhibitors of Bloom's syndrome helicase (BLM); RecQ-like DNA helicase BLM (Homo sapiens), P54132; recombinant BLM DNA unwinding, fluorescence dequenching; Potency, µM (top dose mostly 56.1 µM), for the others: at the highest dose activity change, negative = inhibition, actives largely listed as inhibitors; actives 0.2% (n = 350,000);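 further: plate controls were vehicle for no effect and no enzyme for full effect; nearly all actives have a fitted effect of over 35% in size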
POLK inh: qHTS for Inhibitors of Polymerase Kappa; purified Pol kappa, fluorescent DNA synthesis assay, 10 min; Potency, µM (highest dose often 107 µM), without a hit: at the highest dose activity, negative = inhibition, most hits filed as inhibitors; actives 0.53% (n = 400,000); further: on the % scale 0 is the no-effect control and ±100 the full control effect
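Kinetic fluorescence readout at 0 and 10 min followed reaction start with substrate at 50 nM final. Beforehand, enzyme (10 nM Pol kappa) stood 15 min with compound at room temperature; buffer-only wells were negative controls.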
Pol eta inh: qHTS for Inhibitors of Polymerase Eta; DNA polymerase eta (Homo sapiens), Q9Y253; recombinant Pol eta, fluorescent DNA replication assay; Potency, µM (highest dose often 114 µM), without a hit: top-dose activity change, negative = inhibition, usual class: inhibitors; actives 1.2% (n = 390,000); AID 588591, 2011; further: on the % scale 0 is the no-effect control and ±100 the full control effect
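Fluorescent replication assay: 50 nM final substrate added after a 15 min room-temperature compound preincubation with 10 nM enzyme. Signal taken at 0 min and again at 10 min.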
APEX1 inh: qHTS Assay for Inhibitors of the Human Apurinic/apyrimidinic Endonuclease 1 (APE1); DNA repair nuclease/redox regulator APEX1 (Homo sapiens), P27695; recombinant APE1, TAMRA/BHQ-2 abasic DNA cleavage fluorescence; Potency, µM (series often up to 65.8 µM), without a hit: at the highest dose activity change, negative = inhibition, usual class: inhibitors; actives 0.35% (n = 350,000); AID 2517, 2012;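 further: plate controls were vehicle for no effect and reference inhibitor for full effect; nearly all actives have a fitted effect of over 55% in size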
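Quantitative HTS: incision of a TAMRA/BHQ-2 double-stranded substrate bearing a tetrahydrofuran abasic site by 0.75 nM APE1 raises fluorescence. Substrate 50 nM final, added after 15 min compound preincubation at room temperature; progress as third-minus-first kinetic read difference.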
POLI inh: qHTS for Inhibitors of Polymerase Iota; Pol iota fluorescent replication assay, 10 min; Potency, µM (doses to about 115 µM), without a hit: top-dose activity, negative = inhibition, usual class: inhibitors; actives 1% (n = 390,000)
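Pol iota at 10 nM preincubated 15 min with compounds at room temperature; reaction started with fluorescent substrate, 50 nM final. Fluorescence read kinetically at 0 and 10 min; buffer-only wells as negative control.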
G9a inh: qHTS Assay for Inhibitors of Histone Lysine Methyltransferase G9a | Histone-lysine N-methyltransferase EHMT2 (Homo sapiens), Q96KQ7 | G9a H3K9 monomethylation, AlphaScreen, 2 h | Potency, µM (doses to about 102 µM), for inactives: at the top dose activity, negative = inhibition, usual class: inhibitors | actives 8.8% (n = 350,000) | AID 504332, 2011; further: on the % scale 0 is the no-effect control and ±100 the full control effect; nearly all actives have a fitted effect of over 75% in size
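AlphaScreen read-out: biotin-H3K9 peptide (500 nM) methylation by 20 nM enzyme with 20 uM SAM, 2 h at room temperature after 15 min compound preincubation; anti-monomethyl H3K9 antibody plus donor/acceptor beads, 10 min dark.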
Anesthetic bind: qHTS Assay for Identification of Novel General Anesthetics. actives 0.074% (n = 350,000). apoferritin/1-aminoanthracene competitive binding, fluorescence. Potency, µM (titrated, usually from 77.5 µM), inactives show top-dose activity change, negative = displacement, actives largely listed as inhibitors; further: on the % scale 0 is the no-effect control and ±100 the full control effect; nearly all actives have a fitted effect of over 20% in size
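In PBS, apoferritin at 10 uM is loaded with 1-AMA from a 50% saturated solution. After 10 min of compound exposure at ambient temperature, reduced 535 nm fluorescence indicates probe displacement.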
Numbers without * were called inactive; ? = inconclusive; / = not tested or not shown; & = joins results of further samples; [ ] = another dose, or the depositor's remark. The call rests on the fitted dose curve; in most records, active means well fitted curve in the direction sought with a large enough effect; inconclusive means small, poorly fitted or top-dose-only effect, or another doubt; inactive means no such curve, though single readings can be large; an effect the other way counts as inactive or inconclusive. Potency means the concentration at half of the fitted maximal effect. A portion of the library. The share of hits here may be higher or lower than overall.

SMILES	BAZ2B inh	POLB inh	BLM inh	POLK inh	Pol eta inh	APEX1 inh	POLI inh	G9a inh	Anesthetic bind
CCCCOP(=O)(CN1CCOCC1)OCCCC	4.1%	40.5%	0.3%	-10.2%	7.1%	-2.7%	2.1%	-8.5%[59 µM]	-10.3%
CCC(C(N)=O)N1CCCC1=O (configuration not stated)	/	/	2.3%&-8.1%	-1.8%&-0.3%[60.1 µM]	/	-12.7%	/	26.9%[59 µM]	6.7%
CC(C)NS(=O)(=O)c1ccc(OCC(=O)N2CCN(C)CC2)cc1	7.8%	4.9%	0.3%	7.3%	-11.0%	17.4%	20.7%	?	-3.8%
CCN1CCN(Cc2cc3c(cc2[N+](=O)[O-])OCO3)CC1	13.6%	17.2%	-0.1%	-8.9%	3.5%	-8.8%	22.1%	/	-5.6%
CN1CCC(n2nccc2N)CC1	-9.1%	24.6%	-7.2%	-18.4%	3.6%	11.9%	8.2%	-0.5%[12.7 µM]	-7.9%
N/C(=N\[N+](=O)[O-])NCCCC(NC(=O)CNC(=O)c1ccccc1)C(=O)O (configuration not stated)	-5.0%	-5.8%	-6.5%	3.0%	-18.6%	-1.8%	52.6%[activator]	?	-2.7%
Cc1ccccc1NC(=O)c1c(NC(=O)c2ccccc2F)sc2c1CCC(C)C2 (configuration not stated)	-5.9%	0.1%	-0.7%	0.2%	-16.9%	/	20.0%	?	-2.4%
COc1ccccc1/C=N/N=C(/N)N[N+](=O)[O-]	-21.6%	2.3%	0.2%	1.4%	8.0%	1.4%	24.2%	-33.5%	-6.0%
CCOC(=O)c1sc(N=Nc2c(O)[nH]c(=O)[nH]c2=O)c(C(=O)OCC)c1C	-36.5%	-11.5%	-5.1%	/	/	9.4%	/	-22.8%[59 µM]	-1.2%
Cc1ccc(N/N=C/c2c(O)n(-c3ccccc3)c(=O)[nH]c2=O)cc1	-30.1%	0.1%	-5.2%	5.6%	-21.1%	7.4%	27.4%	3.16µM*	-19.4%
O=C(c1ccc(Cl)cc1)C1CCCN(Cc2cccc3cccnc23)C1 (configuration not stated)	-16.4%	-20.4%	-6.6%	-1.4%	-2.7%	-0.4%	63.8%[activator]	/	-9.8%
CCN(CC)P(=O)(Oc1ccccc1)Oc1ccccc1	16.8%	-1.1%	-9.2%	1.8%	2.8%	-8.7%	-13.3%	/	-5.3%
C[C@]12CCC3C(CC[C@H]4C[C@H](O)CC[C@]34C)C1CCC2=O (some centres not stated)	/	/	/	-3.7%	-18.9%	-0.3%	65.8%[activator]	/	/
C=C1C(=O)O[C@@H]2C[C@@H](C)[C@@H]3C4OC4C(=O)[C@@]3(C)[C@@H](O)[C@H]12 (some centres not stated)	5.6%	-19.5%	-3.3%	-8.0%	?	2.8%	?	5.4%[59 µM]	3.5%
Cn1cccc1/C=C1\C(=O)NC(=O)N(Cc2ccccc2)C1=O	50.1µM*	?	-19.7%	50.1µM*	35.5µM*	12.0%	22.4µM*	?	-7.7%
CC(=O)O[C@@H]1[C@H]2CC[C@@H]3[C@]1(C[C@@H](OC(C)=O)[C@@]1(O)C([C@@H]4O[C@@H]4C1(C)C)[C@]3(C)O)C[C@@]2(C)O (some centres not stated)	1.9%	13.2%	-1.3%	-0.3%	-11.4%	5.0%	23.3%	14.6%	0.6%
C[C@]12CC[C@H](O)CC1=C([N+](=O)[O-])CC1C2CC[C@@]2(C)C1CC[C@@H]2O (some centres not stated)	/	/	/	-3.3%	-3.3%	0.6%	52.1%[activator]	/	/
O=C1NC(=O)C(=Cc2coc3ccccc3c2=O)C(=O)N1	/	1.9%	-3.6%	-3.6%	-6.8%	-1.1%	10.5%	35.5µM*	-14.4%
COc1ccc(CC(=O)Nc2ccc(C#N)c(Cl)c2)cc1S(=O)(=O)N1CCOCC1	?	0.7%	-13.6%	-10.7%	-14.5%	0.6%	20.8%	39.8µM*	-13.2%
CCCCC/C=C\C/C=C\C/C=C\C/C=C\CCCC(=O)NC1CC1	/	/	-6.3%	?	/	-0.8%	/	69.2%[activator][59 µM]	-8.9%
COc1ccc(C2(C#N)CCN(C)CC2)cc1	-11.1%	24.3%	2.2%	-14.9%	-16.2%	4.3%	6.2%	-104.2%[59 µM]	0.4%
Cc1cc(/C=C2\C(=O)NC(=O)N(c3cccc(F)c3)C2=O)c(C)n1-c1ccc(C(=O)O)c(Cl)c1	?	25.1µM*	-7.4%	?	14.1µM*	-32.0%	?	35.5µM*	6.8%
Cc1ccc(Cl)cc1N1CCN(C(=O)C2CCN(Cc3nc(-c4ccc(Cl)cc4)oc3C)CC2)CC1	8.91µM*	7.6%	-13.9%	-7.5%	-17.0%	/	-5.3%	?	4.0%
O=C(Nc1ccc(Oc2ccc(Cl)cc2)c(Cl)c1)c1cc(I)cc(I)c1O	?	6.0%	?	-25.5%	?	-10.3%	?	?	-5.9%
Cc1ccc2nc3sc(=O)sc3nc2c1	/	/	-17.8%	5.9%[60.1 µM]	/	0.4%	/	/	-3.7%
CC(C)(C)c1ccc(CSc2cnn(C(C)(C)C)c(=O)c2Cl)cc1	23.1%	1.3%	-7.6%	-18.2%	-12.8%	-19.3%	-0.6%	?	5.9%
CC(C)COP(=O)(OCC(C)C)C(O)c1cccnc1 (configuration not stated)	5.2%	38.7%	1.6%	-21.6%	-5.9%	20.4%	15.0%	14.5%	-6.5%
CCOC(=O)C1(CCOc2ccccc2)CCN(Cc2cccc(O)c2)CC1	-4.6%	19.5%	-2.6%	-5.1%	-24.5%	16.8%	29.6%	17.6%	-17.6%

Of the compounds above, 2 contain an NH in an aromatic ring:
SMILES	BAZ2B inh	POLB inh	BLM inh	POLK inh	Pol eta inh	APEX1 inh	POLI inh	G9a inh	Anesthetic bind
CCOC(=O)c1sc(N=Nc2c(O)[nH]c(=O)[nH]c2=O)c(C(=O)OCC)c1C	-36.5%	-11.5%	-5.1%	/	/	9.4%	/	-22.8%[59 µM]	-1.2%
Cc1ccc(N/N=C/c2c(O)n(-c3ccccc3)c(=O)[nH]c2=O)cc1	-30.1%	0.1%	-5.2%	5.6%	-21.1%	7.4%	27.4%	3.16µM*	-19.4%

In the list so far, 10 have nitrogen in an aromatic ring.
SMILES	BAZ2B inh	POLB inh	BLM inh	POLK inh	Pol eta inh	APEX1 inh	POLI inh	G9a inh	Anesthetic bind
CN1CCC(n2nccc2N)CC1	-9.1%	24.6%	-7.2%	-18.4%	3.6%	11.9%	8.2%	-0.5%[12.7 µM]	-7.9%
CCOC(=O)c1sc(N=Nc2c(O)[nH]c(=O)[nH]c2=O)c(C(=O)OCC)c1C	-36.5%	-11.5%	-5.1%	/	/	9.4%	/	-22.8%[59 µM]	-1.2%
Cc1ccc(N/N=C/c2c(O)n(-c3ccccc3)c(=O)[nH]c2=O)cc1	-30.1%	0.1%	-5.2%	5.6%	-21.1%	7.4%	27.4%	3.16µM*	-19.4%
O=C(c1ccc(Cl)cc1)C1CCCN(Cc2cccc3cccnc23)C1 (configuration not stated)	-16.4%	-20.4%	-6.6%	-1.4%	-2.7%	-0.4%	63.8%[activator]	/	-9.8%
Cn1cccc1/C=C1\C(=O)NC(=O)N(Cc2ccccc2)C1=O	50.1µM*	?	-19.7%	50.1µM*	35.5µM*	12.0%	22.4µM*	?	-7.7%
Cc1cc(/C=C2\C(=O)NC(=O)N(c3cccc(F)c3)C2=O)c(C)n1-c1ccc(C(=O)O)c(Cl)c1	?	25.1µM*	-7.4%	?	14.1µM*	-32.0%	?	35.5µM*	6.8%
Cc1ccc(Cl)cc1N1CCN(C(=O)C2CCN(Cc3nc(-c4ccc(Cl)cc4)oc3C)CC2)CC1	8.91µM*	7.6%	-13.9%	-7.5%	-17.0%	/	-5.3%	?	4.0%
Cc1ccc2nc3sc(=O)sc3nc2c1	/	/	-17.8%	5.9%[60.1 µM]	/	0.4%	/	/	-3.7%
CC(C)(C)c1ccc(CSc2cnn(C(C)(C)C)c(=O)c2Cl)cc1	23.1%	1.3%	-7.6%	-18.2%	-12.8%	-19.3%	-0.6%	?	5.9%
CC(C)COP(=O)(OCC(C)C)C(O)c1cccnc1 (configuration not stated)	5.2%	38.7%	1.6%	-21.6%	-5.9%	20.4%	15.0%	14.5%	-6.5%
